PKA-R2B act = activators of PKA-R2B holoenzyme, primary screen, biochemical, fluorescence polarization, Cy5-IP20, human | cAMP-dependent protein kinase catalytic subunit beta (Homo sapiens) + cAMP-dependent … | PKA-R2B holoenzyme dissociation; R2B truncated from residue 108, S112A mutant; 0% DMSO only, 100% 113 µM cGMP | activation, % at 11.4 µM | 340,000 compounds, 0.079% hits | AID 504700, 2011;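 active = activation above a cutoff set at the mean over all compounds plus 3 SD, cut at about 18% in these data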;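 also: higher means more holoenzyme dissociation and a rise in polarization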
MITF TRPM1 HTS = activators of MITF-driven TRPM1 promoter reporter, primary screen, cell-based, SK-MEL-5, luciferase, single point; SK-MEL-5 TRPM1-promoter luciferase, 24 h; % of positive control, neutral wells = 0; activation, % at 12.5 µM; 300,000 compounds, 0.75% hits;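 active = mean activation of at least 80% with every replicate also reaching 80%; inconclusive = mean reaches 80% but some replicate falls short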;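 also: 0% = neutral control wells and 100% = parthenolide positive control wells; values of inactives mirror those of a sister screen read the other way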
Pemphigus Ab inh = inhibitors of pemphigus antibody binding to DSG3, primary screen, biochemical, bead-based, flow cytometry, scFv-GFP | 310,000 compounds, 0.48% hits | AID 588358, 2011 | binding (percent of control), % at 10 µM | DSG3-coupled beads, scFv-anti-DSG3-GFP binding; hits give low values;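 active = binding more than 3 SD below its plate's average and above zero; inconclusive = below that plate limit but binding exactly zero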;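 also: hits lower antibody fragment binding to DSG3; some compounds called inactive have numbers as strong as hits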
SR-BI HDL uptake = inhibitors of SR-BI mediated HDL lipid uptake, primary screen, ldlA[mSR-BI] cells, fluorescence, single point. Scavenger receptor class B member 1 (Mus musculus), Q61009. ldlA[mSR-BI] CHO cells, DiI-HDL uptake fluorescence, 3 h. inhibition, % at 12.5 µM. 320,000 compounds, 0.96% hits. AID 488896, 2010;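 active = mean replicate inhibition of at least 70% and a set share of replicates each scoring 70 or more; inconclusive = meets just one of the two criteria; inactive = fails both criteria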;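 also: 0% = median of neutral control wells and 100% = median of positive control wells; values of inactives mirror those of a sister screen read the other way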
PKA-R1A act = activators of PKA-R1A holoenzyme, primary screen, biochemical, fluorescence polarization, Cy5-IP20, bovine R1A, mouse PKAc; activation, % at 11.4 µM; PKA-R1A dissociation; scaled: DMSO 0%, 113 µM cGMP 100%; cAMP-dependent protein kinase type I-alpha regulatory subunit (Bos taurus) + …; 340,000 compounds, 0.083% hits;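 active = percent activation above the mean of all tested compounds plus 3 SD, cut at about 19% in these data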;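 also: higher means more PKAc released from R1A so a rise in polarization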
NSD2 inh = NSD2 histone methyltransferase inhibitors, primary screen, biochemical, AlphaScreen, single concentration, set 2. Histone-lysine N-methyltransferase NSD2 (Homo sapiens), O96028. NSD2 peptide methylation, 120 min. inhibition, % at 12.5 µM. 310,000 compounds, 0.54% hits. AID 743445, 2014; in the data active = inhibition above about 50%
Target sequence (O96028 whole entry, looked up): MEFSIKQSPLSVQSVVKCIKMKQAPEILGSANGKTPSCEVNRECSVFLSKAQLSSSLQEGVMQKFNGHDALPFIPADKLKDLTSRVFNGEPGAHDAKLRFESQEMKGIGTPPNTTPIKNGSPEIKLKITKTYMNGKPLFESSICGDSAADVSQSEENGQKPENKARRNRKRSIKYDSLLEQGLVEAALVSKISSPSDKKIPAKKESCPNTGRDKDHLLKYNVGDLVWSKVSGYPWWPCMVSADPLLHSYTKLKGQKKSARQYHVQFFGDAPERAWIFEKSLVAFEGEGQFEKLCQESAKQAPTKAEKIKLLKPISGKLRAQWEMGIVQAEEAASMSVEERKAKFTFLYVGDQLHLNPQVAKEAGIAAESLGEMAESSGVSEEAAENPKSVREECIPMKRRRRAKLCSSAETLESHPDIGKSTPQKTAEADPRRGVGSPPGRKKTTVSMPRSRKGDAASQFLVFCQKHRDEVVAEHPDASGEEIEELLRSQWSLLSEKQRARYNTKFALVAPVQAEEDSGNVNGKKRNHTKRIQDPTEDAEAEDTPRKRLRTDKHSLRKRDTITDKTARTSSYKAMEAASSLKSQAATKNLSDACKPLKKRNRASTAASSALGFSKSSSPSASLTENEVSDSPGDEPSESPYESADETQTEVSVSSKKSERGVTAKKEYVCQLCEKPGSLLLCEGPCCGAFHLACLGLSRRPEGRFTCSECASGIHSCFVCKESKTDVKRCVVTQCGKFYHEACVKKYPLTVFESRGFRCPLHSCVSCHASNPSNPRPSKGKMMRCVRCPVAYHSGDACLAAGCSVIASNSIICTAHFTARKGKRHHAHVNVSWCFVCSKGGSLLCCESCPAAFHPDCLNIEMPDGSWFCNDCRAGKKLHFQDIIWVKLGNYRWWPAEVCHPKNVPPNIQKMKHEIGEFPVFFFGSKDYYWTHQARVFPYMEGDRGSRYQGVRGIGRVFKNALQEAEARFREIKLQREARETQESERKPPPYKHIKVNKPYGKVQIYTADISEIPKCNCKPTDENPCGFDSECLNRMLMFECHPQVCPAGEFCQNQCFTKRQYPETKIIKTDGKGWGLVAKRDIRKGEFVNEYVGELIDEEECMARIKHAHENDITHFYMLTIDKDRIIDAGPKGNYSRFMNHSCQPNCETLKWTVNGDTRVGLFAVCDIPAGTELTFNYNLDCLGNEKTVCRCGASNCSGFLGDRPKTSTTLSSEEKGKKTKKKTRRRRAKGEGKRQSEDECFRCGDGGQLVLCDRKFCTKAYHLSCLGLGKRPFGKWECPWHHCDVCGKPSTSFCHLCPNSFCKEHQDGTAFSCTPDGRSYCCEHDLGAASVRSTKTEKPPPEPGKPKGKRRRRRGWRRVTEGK
CDK5 p35 inh = inhibitors of human CDK5/p35 kinase, primary screen, biochemical, single concentration. Cyclin-dependent kinase 5 (Homo sapiens) + Cyclin-dependent kinase 5 activator 1 (Homo …. Recombinant CDK5/p35, ADP-Glo luminescence, 60 min. inhibition, % at 10 µM. 330,000 compounds, 0.01% hits. AID 488839, 2010;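 active = highest replicate inhibition of at least 50% and at least 75% of replicates reaching 50%; inconclusive = only one of the two criteria met; inactive = both criteria failed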;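 also: plate controls were DMSO neutral control for no effect and GW8510 at 10 µM for full effect; many of its hits are not listed in these tables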
dFosB act = activators of delta FosB homodimer, primary screen, biochemical, fluorescence polarization, TAMRA-CDK5 oligo, single point; Protein FosB (Mus musculus), P13346; purified delta FosB; percent of positive-control signal above neutral wells; activation, % at 25 µM; 340,000 compounds, 0.99% hits;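 active = mean activation above about 17%, with every replicate also reaching it, limit read from the data, passing the limit was not always enough; inconclusive = only one of the two conditions met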;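 also: fluorescence polarization rise as delta FosB binds a TAMRA Cdk5 AP-1 oligo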
SR-BI uptake up = activators of SR-BI mediated DiI-HDL uptake, primary screen, ldlA[mSR-BI] CHO cells, DiI fluorescence; 320,000 compounds, 0.096% hits; activation, % at 12.5 µM; 3 h; 100 = double the neutral-control signal;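 active = mean replicate activation of at least 60% and every replicate at or above 60%; inconclusive = mean or all-replicate condition met, but not both; inactive = mean below 60% and not all replicates reaching 60%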;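 also: 0% = median plate neutral-control signal and 100% = twice that signal; values of inactives mirror those of a sister screen read the other way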
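Material: SR-BI-overexpressing, LDLR-lacking CHO cells | Dosing: Single compound concentration, delivered by pin transfer | Probe or stimulus: Labelled HDL, 10 µg/mL | Signal: Bottom-read cell fluorescence after medium removal, ex 550/em 595 nm | Schedule: 3 h, 37 °C | Evaluation: HDL uptake via cellular fluorescence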
Mot1-301 SUMO = yeast Mot1-301 growth rescue at high temperature, primary screen, SUMOylation pathway inhibitor project, S. cerevisiae, ATP luminescence, 38.5C; S. cerevisiae Mot1-301 growth rescue; percent above DMSO median, 100 means doubled; growth rescue, % at 18.8 µM; 320,000 compounds, 1% hits; AID 2716, 2010;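 active = every valid replicate shows activation above 250% relative to neutral control wells; inactive = the rest, any valid replicate at or below 250%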;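 also: OY570 slx delta 5 strain wells were the positive control but not used for scaling; some compounds called inactive have numbers as strong as hits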
Arrestin-AP2 inh = inhibitors of beta-arrestin/AP2 binding, primary screen, biochemical, GPCR trafficking, flow cytometry; beta-arrestin 1 C-terminal peptide binding to AP2 beta2-adaptin appendage (human); FITC-arrestin peptide / GST-AP2 beads; AP2 beta2 appendage carries R879A mutation; inhibition, % at 10 µM; 340,000 compounds, 0.31% hits;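 active = inhibition above a set limit, near 3 SD of compounds lacking own fluorescence, cut at about 54% in these data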;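 also: plate controls were DMSO wells for no effect and 5 µM unlabelled arrestin peptide for full effect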
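System: GST-AP2 R879A glutathione beads; medium: PBS, Tween 20 0.05%, BSA 0.1%; reagent: fluorescein-tagged arrestin peptide at 50 nM final; schedule: pre-incubation 12 min, peptide binding 1 h, room temperature; detection: flow cytometry, FL1 (488/535 nm); read-out: inhibition as reduced fluorescein signal on beads, percent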
Starred values were filed as active, the others as inactive; ? = inconclusive; / = not tested or not shown. Outcome played no part in choosing rows, and some 4.7% of all compounds hit somewhere here.

SMILES | PKA-R2B act | MITF TRPM1 HTS | Pemphigus Ab inh | SR-BI HDL uptake | PKA-R1A act | NSD2 inh | CDK5 p35 inh | dFosB act | SR-BI uptake up | Mot1-301 SUMO | Arrestin-AP2 inh
COc1ccc(-c2csc(NC(=O)CSc3nnc(Nc4ccccc4C)s3)n2)cc1 | 0.3 | -3.5 | 77.5 | 35.1 | -6.9 | 2.8 | -0.1 | 5.7 | -35.1 | -4.6 | -29.2
O=C(NN1CCOCC1)c1ccccc1F | 3.1 | 1.0 | / | -18.9 | -0.1 | / | 1.1 | -0.1 | 18.9 | -8.5 | -0.9
CCOC(=O)c1ccc(NC(=O)CSc2nc(C)cc(=O)[nH]2)cc1 | 6.4 | -2.4 | / | -6.0 | -0.1 | / | -0.2 | -15.4 | 6.0 | 2.3 | 9.4
Cc1[nH]c2ccc(C(=O)OC(C)C(=O)NCc3ccccc3)cc2c1C (stereo not drawn) | -11.9 | -30.6 | 98.1 | 18.0 | -1.1 | 0.3 | -2.1 | -14.6 | -18.0 | 46.4 | -2.2
Cc1ccc(S(=O)(=O)N2CCOCC2)c(C)c1-n1cnnn1 | 2.1 | -9.9 | 121.8 | -1.3 | -4.6 | -5.5 | -1.7 | 6.8 | 1.3 | 5.6 | 0.0
CC(C)C[C@H]1CN=C(N(C)C)N1CCCCc1ccccc1 | -9.1 | 4.2 | 107.2 | -5.7 | -9.7 | / | -0.1 | 2.8 | 5.7 | 4.2 | 7.2
O=C(Nc1ccc(Cl)c(Cl)c1)C1C2C=CC3(O2)C1C(=O)N(CCN1CCCCC1)C3C(=O)NC1CCCCC1 (stereo not drawn) | -1.8 | 7.5 | 104.1 | 20.2 | 4.2 | 10.6 | 1.4 | -6.9 | -20.2 | 10.7 | 0.9
Nc1nc(CSC(=S)N2CCOCC2)nc(Nc2ccc(F)cc2)n1 | 0.7 | 28.1 | 115.2 | 23.3 | 5.2 | 24.5 | -1.9 | ? | -23.3 | 10.4 | 1.5
CC(=O)NC(Cc1c[nH]c2ccccc12)C(=O)N1CCN(S(=O)(=O)c2ccccc2)CC1 (stereo not drawn) | 3.2 | -14.9 | 93.9 | -17.4 | 4.9 | 0.4 | 0.4 | -5.1 | 17.4 | -7.4 | -0.7
O=C(COC(=O)c1cn(-c2ccccc2)nc1-c1cccnc1)NC1CC1 | -10.9 | -5.2 | 101.7 | -6.4 | -2.9 | 3.0 | 1.2 | -7.5 | 6.4 | -11.6 | -17.7
O=c1oc2ccccc2n1CCc1ccccc1 | 6.3 | / | 99.2 | -13.1 | 13.9 | -1.9 | -1.8 | 5.0 | 13.1 | -1.6 | 4.0
CC1CN=C(N(C(=O)Nc2ccccc2)c2ccc(S(=O)(=O)N3CCOCC3)cc2)S1 (stereo not drawn) | 3.0 | 11.9 | 98.7 | -7.1 | -7.0 | -1.3 | -0.7 | -4.3 | 7.1 | -10.6 | 14.1
CCOC(=O)N1CCN(CCC(=O)c2ccc(Cl)cc2)CC1 | -2.5 | -15.6 | 132.0 | -36.4 | -10.6 | 3.1 | 1.0 | 1.1 | 36.3 | -8.8 | 1.1
Cc1ccc(Nc2ncnc3sc(C)c(C)c23)cc1 | -2.4 | 41.0 | 98.5 | 12.9 | 10.0 | -2.2 | -1.1 | -0.3 | -12.9 | 133.7 | 15.2
CN(C(=O)CN1C(=O)/C(=C/c2ccc(Cl)cc2)SC1=S)C1CCS(=O)(=O)C1 (stereo not drawn) | 4.4 | 24.2 | 98.3 | -15.0 | 0.4 | 1.4 | 1.7 | -0.6 | 15.0 | 0.5 | 13.4
CN(C)S(=O)(=O)c1ccc2nnn(OCC(=O)NC3CCS(=O)(=O)C3)c2c1 (stereo not drawn) | -6.4 | -0.6 | / | -1.2 | 1.6 | 0.8 | -0.9 | -9.7 | 1.2 | -5.9 | -8.0
COc1ccc(NC(C)C(=O)N2CCN(Cc3ccccc3)CC2)cc1 (stereo not drawn) | -4.6 | -2.6 | 101.0 | -12.9 | -0.9 | 4.6 | -0.8 | -6.1 | 12.9 | -13.2 | 2.1
CNS(=O)(=O)c1cc(-c2nnc(Nc3ccc(CC(N)=O)cc3)c3ccccc23)ccc1C | 1.4 | / | 100.3 | -0.9 | -2.5 | 0.2 | 4.1 | 4.3 | 0.9 | -9.4 | 34.8
CCc1ccc(N2CC34C=CC(O3)C(C(=O)OC(C)C)C4C2=O)cc1 (stereo not drawn) | -2.7 | -6.8 | 107.7 | -10.3 | -4.1 | / | 1.7 | 3.7 | 10.3 | 258.1 | 3.8
CCN(CC)c1ccc(C(=O)NNC(=O)c2ccc3c(=O)n4c(nc3c2)CCC4)cc1 | 1.8 | -4.2 | / | 18.2 | 3.9 | 45.1 | 0.3 | -1.6 | -18.2 | 2.1 | 1.9
CC(C)Oc1cccc(C(=O)C2CCCN(Cc3cnc(N4CCCC4)s3)C2)c1 (stereo not drawn) | -7.5 | -12.2 | 108.9 | -2.8 | 6.9 | -0.7 | -0.2 | 0.0 | 2.8 | -4.4 | 38.7
OCCNc1nc(N2CCN(Cc3ccccc3)CC2)nc2ccccc12 | -13.1 | 3.9 | / | -9.1 | -20.0 | 3.8 | -0.4 | -8.1 | 9.1 | -15.9 | 19.2
COc1cccc(C(=O)Nc2cc(OC)ccc2NC(=O)c2ccco2)c1 | -14.9 | -8.2 | 104.1 | 10.0 | 2.4 | -4.2 | -1.3 | -8.6 | -10.0 | 7.6 | -8.8
Cc1ccc(C(=O)Nc2cccnc2)cc1S(=O)(=O)N1CCCCC1 | 1.5 | 4.4 | 93.8 | -10.7 | -7.1 | -1.7 | 0.1 | -6.4 | 10.7 | -18.5 | 36.0
O=C(CCC(=O)NNC(=O)COc1ccc(Br)cc1Br)NCc1ccccc1 | / | 4.6 | 96.3 | -4.8 | / | -1.2 | 1.2 | 33.6* | 4.8 | -0.2 | 14.1
CCNc1nc(Nc2ccc(C)c(Cl)c2)c2cnn(C)c2n1 | -18.1 | 6.8 | 103.2 | 12.8 | -1.8 | -2.7 | 1.2 | -10.7 | -12.8 | -4.9 | 3.2
CC(OC(=O)c1ccccc1)C(=O)NCc1ccco1 (stereo not drawn) | 5.4 | -12.0 | / | -3.7 | 9.2 | 0.0 | 0.8 | 5.7 | 3.7 | 5.9 | -9.2
CCOC(=O)c1ccc2c(c1)NC(=O)C(N1CCN(c3ccc(OC)cc3)CC1)S2 (stereo not drawn) | -23.6 | -4.8 | 101.8 | -2.8 | -5.9 | / | 1.0 | -5.1 | 2.8 | 17.3 | 8.3
NS(=O)(=O)c1ccc(CNC(=O)/C=C/c2ccc(Cl)c(Cl)c2)cc1 | 0.3 | 17.6 | 89.2 | 31.7 | -2.2 | 0.7 | 1.2 | 6.2 | -31.7 | -1.2 | 5.2
CCOC(=O)C[C@H]1c2ccccc2S(=O)(=O)N1c1cccc(OC)c1 | -7.3 | 5.0 | 100.2 | -8.9 | 0.9 | / | -0.2 | -0.2 | 8.9 | 3.3 | 19.2
O=C(NC1=NCCS1)c1cccc(S(=O)(=O)N2CCOCC2)c1 | -0.7 | 17.1 | / | 2.0 | -1.0 | -4.2 | -0.2 | -5.0 | -2.0 | -2.8 | 26.6
COc1cccc(OC)c1C(=O)Nc1cc(C)on1 | 4.8 | 0.6 | 105.2 | -20.0 | 4.6 | -0.1 | 1.3 | -6.1 | 20.0 | 124.7 | 4.0
COc1ccc(Cl)cc1C(=O)NCc1ccco1 | -6.3 | -4.2 | 81.7 | 2.7 | -7.9 | 0.1 | 0.0 | -6.4 | -2.7 | 23.9 | -9.1
Cc1[nH]c(C)c(S(=O)(=O)NCc2ccco2)c1C(=O)N1CCCCC1 | -5.4 | 0.7 | 106.2 | -4.2 | -12.4 | 0.5 | -1.9 | 5.3 | 4.2 | 14.9 | -8.6
CC(CC(=O)Nc1ccc(Cl)c(S(=O)(=O)N2CCOCC2)c1)c1ccccc1 (stereo not drawn) | -8.9 | -32.4 | 111.3 | 26.2 | 4.8 | / | 3.1 | -6.4 | -26.3 | / | -10.2
CN(C)C=Nc1ncc2c([nH]c3ccccc32)c1C#N | -3.2 | / | 96.0 | 7.6 | -12.1 | / | -1.2 | -5.7 | -7.6 | -8.4 | 6.1
CN(Cc1ccccc1)S(=O)(=O)c1ccc(Cl)c(C(=O)NCc2ccc3c(c2)OCO3)c1 | -7.1 | 2.8 | 134.1 | 2.6 | -4.3 | 0.2 | 1.5 | ? | -2.6 | 22.4 | 6.7
CCN1C(=O)c2ccccc2Sc2ccc(C(=O)NC(C)C)cc21 | 3.2 | -3.7 | 92.6 | -2.5 | -3.1 | -4.0 | -2.6 | -0.8 | 2.5 | 280.4 | -8.7
O=C1Nc2ccccc2/C1=N\c1sc2c(c1C(=O)Nc1ccccc1)CCCC2 | -2.6 | / | 96.3 | 4.7 | -2.9 | 2.9 | -1.1 | -2.3 | -4.7 | -13.0 | 6.3
